# BAP1 inh = human BAP1 deubiquitinase inhibition | Q92560 | recombinant BAP1, Ub-AMC hydrolysis fluorescence kinetic; stronger effect = lower value | activity remaining (% of control), % at 20 µM | 72,000 compounds, 0.48% hits | AID 436;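 active = activity remaining at or below 50% of control, provided the compound also passes the data quality filters; inactive = the rest, including low values that fail the filters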;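 also: 100% = DMSO wells rate and 0% = substrate alone blank rate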
# Target sequence (Q92560 whole entry, looked up): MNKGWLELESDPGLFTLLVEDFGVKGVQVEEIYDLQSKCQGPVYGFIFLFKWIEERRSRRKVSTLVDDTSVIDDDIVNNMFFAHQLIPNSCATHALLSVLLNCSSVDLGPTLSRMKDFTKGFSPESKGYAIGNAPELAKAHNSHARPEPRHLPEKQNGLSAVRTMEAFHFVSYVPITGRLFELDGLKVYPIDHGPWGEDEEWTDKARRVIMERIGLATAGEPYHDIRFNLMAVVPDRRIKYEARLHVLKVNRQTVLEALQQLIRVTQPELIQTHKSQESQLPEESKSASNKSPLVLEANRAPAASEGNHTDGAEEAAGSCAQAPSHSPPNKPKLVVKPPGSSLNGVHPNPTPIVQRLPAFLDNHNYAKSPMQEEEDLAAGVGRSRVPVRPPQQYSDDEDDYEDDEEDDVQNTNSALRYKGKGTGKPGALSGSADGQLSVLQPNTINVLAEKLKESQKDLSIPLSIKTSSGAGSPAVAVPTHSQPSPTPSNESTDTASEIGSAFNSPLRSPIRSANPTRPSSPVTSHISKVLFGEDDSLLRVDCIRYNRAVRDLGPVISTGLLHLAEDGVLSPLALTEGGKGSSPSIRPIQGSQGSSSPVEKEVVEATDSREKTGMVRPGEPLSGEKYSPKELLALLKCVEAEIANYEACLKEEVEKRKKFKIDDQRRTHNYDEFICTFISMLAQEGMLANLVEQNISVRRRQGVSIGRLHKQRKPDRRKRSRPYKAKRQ
# HePTP inh = human HePTP phosphatase inhibition. recombinant HePTP phosphatase activity, OD absorbance. inhibition, % at 20 µM. 110,000 compounds, 0.64% hits. AID 521; in the data active = inhibition above about 50%;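 also: plate controls were vehicle for no effect and reference inhibitor for full effect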
# Target sequence (P35236 whole entry, looked up): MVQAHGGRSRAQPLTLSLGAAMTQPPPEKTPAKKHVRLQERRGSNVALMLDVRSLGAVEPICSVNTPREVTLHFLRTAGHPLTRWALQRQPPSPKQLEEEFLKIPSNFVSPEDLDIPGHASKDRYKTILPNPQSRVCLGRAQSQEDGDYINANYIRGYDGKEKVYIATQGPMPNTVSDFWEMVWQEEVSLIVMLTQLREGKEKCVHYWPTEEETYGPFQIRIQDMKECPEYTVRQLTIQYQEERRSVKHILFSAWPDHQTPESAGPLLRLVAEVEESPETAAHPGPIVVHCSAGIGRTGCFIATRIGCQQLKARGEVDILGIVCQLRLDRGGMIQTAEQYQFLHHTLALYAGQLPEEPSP
# An asterisk follows results filed as active; . = no result given; & = joins results of further samples.
# Sample of the layout:
BAP1 inh,HePTP inh,mol
92,18,COCCCN(C)C1CCN(C(=O)Nc2ccc(F)cc2)CC1
108,4,CC(NC(=O)c1ccnc(C(C)(C)C)c1)c1ccccc1 (stereo not given)
74,5,COc1cccc(C(c2nnnn2Cc2ccco2)N2CCN(c3cccc(C)c3C)CC2)c1OC (stereo not given)
.,-4,CC(=O)N/C(=C\c1ccccc1)C(=O)NC(CC(C)C)C(=O)O (stereo not given)
.,6,COc1ccccc1-n1cnc2cc(NC(=O)c3ccc(C)cc3)ccc21

# The listing, from the first entry:
BAP1 inh,HePTP inh,mol
92,18,COCCCN(C)C1CCN(C(=O)Nc2ccc(F)cc2)CC1
108,4,CC(NC(=O)c1ccnc(C(C)(C)C)c1)c1ccccc1 (stereo not given)
74,5,COc1cccc(C(c2nnnn2Cc2ccco2)N2CCN(c3cccc(C)c3C)CC2)c1OC (stereo not given)
.,-4,CC(=O)N/C(=C\c1ccccc1)C(=O)NC(CC(C)C)C(=O)O (stereo not given)
.,6,COc1ccccc1-n1cnc2cc(NC(=O)c3ccc(C)cc3)ccc21
.,4,CCOC(=O)c1ccc2c(c1)C1C=CCC1C(c1ccc(Cl)cc1)N2 (stereo not given)
.,4,CCC(C)NC(=O)c1ccc(CN2CCN(c3ccccc3)CC2)cc1 (stereo not given)
109,-2,CN(C(=O)c1ccccc1Cl)c1ccccc1
.,-6,Cc1cc(OCC(=O)Nc2cccnc2)cc(C)c1Cl
113,6,COc1ccc(S(=O)(=O)c2ccc(OC)c(OC)c2)cc1OC
.,-3,O=C(NNC(=O)c1cccnc1)NC1CCCCC1
104,4,CCOC(=O)CCn1c(=O)c2c(nc(Br)n2Cc2ccccc2)n(C)c1=O
.,100*,C=CCN1C(=O)/C(=C\c2ccc(-c3ccc(Br)cc3)o2)C(=O)NC1=S
.,6,CCOc1cc(/C=C2\C(=O)NC(=O)N(c3ccc(Br)c(C)c3)C2=O)cc(Cl)c1O
.,-10,OC(COCc1ccc(Cl)cc1)CSc1ccccn1 (stereo not given)
.,-6,O=S(=O)(c1ccc(F)cc1)N1CCC(Cc2ccccc2)CC1
.,-19,COc1ccc(NC(=O)Nc2nnc(-c3ccc(F)cc3)s2)cc1
112,11,O=C(c1cccn2c(=O)c3ccccc3nc12)N1CCN(Cc2ccc3c(c2)OCO3)CC1
111,-2,COC(=O)c1cc(NC(=O)c2nccnc2C(=O)O)cc(C(=O)OC)c1
103,6,Nc1nc(-c2cccnc2)nn1S(=O)(=O)c1ccccc1
125,.,Cc1ccc(N2C(=O)C(N3C(=O)c4cccc([N+](=O)[O-])c4C3=O)C2c2ccc3c(c2)OCO3)cc1Cl (stereo not given)
72,7,CCC(C)(C)NC(=O)C(c1cccn1C)N(C(=O)Cn1nnc2ccccc21)c1ccccc1OC (stereo not given)
.,2,COc1ccc(-c2nnc(Sc3nc4ccc([N+](=O)[O-])cc4s3)n2-c2ccccc2)cc1
104,12&10,O=C(Nc1ccc(N2CCCCC2)cc1)c1cccnc1
.,6,Clc1ccccc1COc1ccccc1/C=N/Nc1nc(N2CCOCC2)nc(N2CCOCC2)n1
.,6,C=CCOc1ccc(/C=C2\C(=O)NC(=O)N(c3ccc(Br)cc3)C2=O)cc1OC
.,-2,CC(C)CN(CC(C)C)C(=O)/C=C/c1ccc(Cl)cc1
.,-3,O=C(COc1ccc(Cl)cc1)NNC(=O)C(c1ccccc1)c1ccccc1
.,7,CC(C)N1C(=O)/C(=C/c2ccc3c(c2)OCO3)SC1=S
77,12,CC(=O)Nc1ccc(OCC(O)Cn2nc(C)nc2C)cc1 (stereo not given)
.,-10,Cc1ccc(N2C(=O)CC(NCCCN3CCOCC3)C2=O)cc1 (stereo not given)
.,-4,COc1ccc(/C=C(/C#N)C(=O)Nc2cccc(C(F)(F)F)c2)cc1
.,23,COc1ccc(Cl)cc1NC(=O)c1ccc([N+](=O)[O-])cc1
72,4,O=C(NC1=NCCS1)c1ccc(Cl)s1
64,10,COc1ccc(-c2noc(CSc3nnc(-c4ccncc4)n3-c3ccc(F)cc3)n2)cc1OC
80,1,Cc1cc(C)n(-c2cc(-c3ccccc3)nc(C)n2)n1
96,8,O=C(Nc1ccccc1)c1cnc2n(c1=O)CCS2
.,10,COc1nc(-c2ccc(Cl)cc2)ccc1-c1noc(-c2ccco2)n1
.,0,COc1ccc(C(=O)N2CCOCC2)cc1I
106,6,Cc1ccc2[nH]c3c(c2c1)CN(C(=O)CN1CCN(Cc2ccc4c(c2)OCO4)CC1)CC3
90,7,N#CCSc1nc2cc(C(=O)N3CCC(C(N)=O)CC3)ccc2c2nc3ccccc3n12
.,-1,Cc1cccc(Cc2cnc(N)s2)c1
.,6,CCN(CC)c1ccc(/C=C(\C#N)C(=O)NC2CCS(=O)(=O)C2)cc1 (stereo not given)
.,6,Cc1ccc(/C=N/NC(=O)c2cccc(F)c2)c(O)c1
82,6,Cc1c(C(=O)N2CCCCC2)oc2ccc(S(=O)(=O)N3CC(C)CC(C)C3)cc12 (stereo not given)
102,0,Cc1ccc2oc(=O)c3cc(C(=O)N4CCN(C(=O)c5ccco5)CC4)sc3c2c1
.,-4,Cc1[nH]c2ccccc2c1C(=O)NS(=O)(=O)c1ccccc1Cl
105,5,CCOc1c(CNCCNC(=O)c2nonc2N)cccc1OC
129,-3&-14,Cc1ccc(S(=O)(=O)CCC(=O)c2ccc(O)cc2O)cc1
96,-3,COc1ccc(S(=O)(=O)Cc2ccc(C(=O)N3CCC(C(N)=O)CC3)o2)cc1
.,1,COC(=O)c1cc(OC)c(OC)cc1NC(=O)c1ccco1
.,-4,CCOC(=O)C1=C(c2ccccc2)N=c2s/c(=C\c3cc(OC)c(OC)c(OC)c3)c(=O)n2C1c1cccs1 (stereo not given)
.,-12,C=CCSc1nnc2c3ccccc3n(CC=C)c2n1
.,8,O=C(COc1ccc(Cl)cc1)NNC(=O)C(=O)N1CCCCC1
.,4,CN(C)c1ccc(/C=N/Nc2cc(N3CCOCC3)nc(N3CCOCC3)n2)cc1
.,-14,CN1C(=O)/C(=C\c2ccccc2OCc2cccc3ccccc23)SC1=S
145,-1,COC(=O)c1[nH]c2ccc(F)cc2c1NC(=O)CCN1CCN(Cc2ccc3c(c2)OCO3)CC1
91,-1,CCOc1ccc(CCNC(=O)C(C)n2nc(C)n3c(cc4occc43)c2=O)cc1OCC (stereo not given)
.,1,COc1ccc(-n2nnnc2C(Cl)(Cl)c2nnnn2-c2ccc(OC)cc2)cc1
101,7,CC1(C)CCN(Cc2ccccc2)C1CC#N (stereo not given)

# Three entries drawn at random from those above, as already listed:
BAP1 inh,HePTP inh,mol
101,7,CC1(C)CCN(Cc2ccccc2)C1CC#N (stereo not given)
.,-12,C=CCSc1nnc2c3ccccc3n(CC=C)c2n1
.,-4,CCOC(=O)C1=C(c2ccccc2)N=c2s/c(=C\c3cc(OC)c(OC)c(OC)c3)c(=O)n2C1c1cccs1 (stereo not given)

# Going on with the list:
BAP1 inh,HePTP inh,mol
98,4,CCCNC(=O)NCCc1c(C)[nH]c2ccccc12
82,-5,Cc1cc(C)n(C2CCCCC2OC(=O)c2ccccc2)n1 (stereo not given)
94,-3,Cc1cc(C)cc(-c2nnc(SCC(=O)N3CCN(C(=O)c4ccco4)CC3)o2)c1
82,4,O=C(C(Cc1ccccc1)n1cccc1)N1CCN(Cc2ccccc2)CC1 (stereo not given)
.,-1,O=C(COc1ccc(Cl)cc1)NCc1cccnc1
93,5,Cn1cc(S(=O)(=O)CC(=O)N2CCCc3ccccc32)c2ccccc21
.,5,C=CCOc1ccc(C2NC(=O)NC(C)=C2C(=O)OC)cc1 (stereo not given)
.,4,O=C(NCCSCc1ccco1)Nc1ccc(Cl)cc1
88,-7,CCOC(=O)c1[nH]c(C)c(/C(O)=C2\C(=O)C(=O)N(CCCN3CCOCC3)C2c2cccnc2)c1C (stereo not given)
64,5,O=C(CSc1nnnn1-c1ccc2c(c1)OCCO2)Nc1nc2c(s1)CCCC2
191,8,CN1C(=O)C2(N=c3ccccc3=N2)c2ccccc21
.,-13,O=S(=O)(N/N=C/c1ccccc1O)c1ccc(Oc2ccc(S(=O)(=O)N/N=C/c3ccccc3O)cc2)cc1
89,-8,O=C1C(Cl)=C(N2CCOCC2)C(=O)N1c1cccc(Cl)c1
101,7,CCC(C)n1[nH]c(=O)c2c(C)cc(C)nc21 (stereo not given)
131,1,Nc1nc(-c2ccco2)nn1C(=O)CCc1ccccc1
89,4,CC(C)C(c1nnnn1C(C)(C)C)N1CCN(c2cccc(Cl)c2)CC1 (stereo not given)
79,7,COc1cccc(NC2c3ccccc3C(=O)N2Cc2ccco2)c1 (stereo not given)
137,4,COC(=O)c1ccccc1NC(=O)C1CCCN(S(=O)(=O)c2ccc(F)cc2)C1 (stereo not given)
.,-6,O=C(NCCc1ccccc1)c1cc2nc(-c3ccc([N+](=O)[O-])cc3)cc(C(F)(F)F)n2n1
70,13&-16,c1ccc(-c2cn3nc(-c4ccccc4)sc3n2)cc1
83,12,CCOc1ccc(C2CC(c3ccccc3C)n3nc(N)nc3N2)cc1 (stereo not given)
120,2,COc1ccccc1N1CCN(C2=NS(=O)(=O)c3ccccc32)CC1
93,2,C/C(Cl)=C\Cn1c(Nc2cccc(C)c2)nc2c1c(=O)n(C)c(=O)n2C
92,0,CC1CN(S(=O)(=O)c2ccc(NC(=O)CCN3C(=O)c4ccccc4C3=O)cc2)CC(C)O1 (stereo not given)
89,-6,CCC(=O)Nc1nnc(-c2ccco2)o1
.,-3,FC(F)(F)c1nc2ccccc2nc1-c1ccccc1
74,8,O=C1CC2(CCCCC2)Oc2ccc(OCC(=O)N3CCOCC3)cc21
94,6,CC(=C1C(=O)c2ccccc2C1=O)N1CCC(C(N)=O)(N2CCCCC2)CC1
.,1,Cc1c2c(nc3c(C(=O)NC4CCCC4)cnn13)CCCC2
56,2,CC(=O)Nc1cc(C(=O)O)ccc1S(=O)(=O)c1ccc(C)cc1
.,3,Cc1cc(OCC(=O)Nc2cc(Cl)ccc2C)ccc1Cl
95,1,CN(C)S(=O)(=O)c1ccc(C(=O)Nc2ccc(CN3CCCC3)cc2)cc1
.,8,COc1ccccc1C(=O)N1CCN(Cc2ccccc2C)CC1
.,33,CC1=NN(c2ccc(S(N)(=O)=O)cc2)C(=O)/C1=C\c1ccc(-c2cccc([N+](=O)[O-])c2)o1
98,.,OC[C@H]1O[C@@H](n2cnc3c(NCCc4ccccc4)ncnc32)C(O)[C@H]1O (stereo not given in full)
96,3,COC(=O)c1sc(NC(=O)c2ccc(Cn3cc(Cl)cn3)o2)c(C#N)c1C
90,2,CCC(C)NC(=O)C1CC(c2cccc(OC)c2)=NO1 (stereo not given)
.,-2,Cc1ccc(NC(=O)C(=O)NCC(C)C)cc1
97,7,Cc1ccc(OCCNC(=O)c2ccco2)cc1C
94,5,CCCCNC(=O)c1ccc(CS(=O)(=O)c2cccc(C(F)(F)F)c2)o1
.,-13,Oc1c(C2=NCCCCC2)c2ccccc2n1-c1c(Cl)cccc1Cl
94,-1,Nc1nc(N)nc(-c2ccccc2)n1
91,8,COc1ccc(N2CCN(C(=O)C(C)(C)Oc3ccc(Cl)cc3)CC2)cc1
.,90*,CCOc1cc(/C=C2/C(=O)NN(c3ccc(I)cc3)C2=O)ccc1O
.,6,N#C/C(=N/Nc1cccc(C(F)(F)F)c1)c1nc(-c2ccccc2)cs1
129,2,COC(=O)C1=C(C)OC(N)=C(C#N)C1C1CCCCC1 (stereo not given)
102,7,COc1ccc(NC(=O)C2CCCN2C(=O)NC2CCCCC2)cc1OC (stereo not given)
92,-12&4,Cn1c(COc2ccc(Cl)cc2)nc2ccccc2c1=O
.,7,CCc1c(C)[nH]n(-c2nc(-c3cccc([N+](=O)[O-])c3)cs2)c1=O
.,7,Cc1ccc(NS(=O)(=O)c2ccc([N+](=O)[O-])cc2)nc1
.,-8,O=C(Cc1ccc(F)cc1)NCc1ccccc1
172,-13&3,COc1ccc(C2CC(C(F)(F)F)n3nc(C(=O)Nc4ccc5c(c4)OCO5)cc3N2)cc1 (stereo not given)
84,1,Cc1ccc(NC(=O)c2nnn(CC(=O)Nc3ccccc3)c2N)cc1C
.,-1,CCOC(=O)c1c(C)nc2ncccn12
103,-2,Nc1nc(CSc2nc3ccccc3[nH]2)cs1
107,-8,O=C1C2C3C=CC(C3=C3CCCCC3)C2C(=O)N1c1ccccc1 (stereo not given)
98,1,CC(C)c1nnc(NC(=O)CSc2nc3ccccc3s2)s1
.,5,Cc1ccc(NC(=O)c2ccc(I)cc2)cc1Cl
102,9,Cc1ccc(N(Cc2cc(=O)[nH]c3ccccc23)C(=O)c2ccco2)cc1
.,-4,Cc1ccc(C(=O)Oc2ccc(NS(=O)(=O)c3cccc([N+](=O)[O-])c3)cc2)cc1

# Sorted by length of the SMILES (ascending): some entries from above
BAP1 inh,HePTP inh,mol
.,1,Cc1c2c(nc3c(C(=O)NC4CCCC4)cnn13)CCCC2
.,-13,Oc1c(C2=NCCCCC2)c2ccccc2n1-c1c(Cl)cccc1Cl
120,2,COc1ccccc1N1CCN(C2=NS(=O)(=O)c3ccccc32)CC1

# Further records
BAP1 inh,HePTP inh,mol
.,-2,COc1ccc(C(=O)CC(Nc2ccc(Cl)cc2)c2ccc(Cl)cc2)cc1 (stereo not given)
95,.,COn1cnnc1-c1ccccc1
.,-7,CCOc1ccc(NC(=O)CN(c2ccccc2CC)S(C)(=O)=O)cc1
91,-5,Cc1onc(-c2ccccc2)c1C(=O)NC(C)C
87,-5,CCCCc1ccc(CC(=O)O)cc1
94,5,COc1ccc(-c2cc(N)n(S(=O)(=O)Cc3ccccc3)n2)c(OC)c1
100,9,CSC1=NCCN1C(=O)C(C)(C)Oc1ccc(Cl)cc1
.,-4,O=C(NNS(=O)(=O)c1ccc(Br)cc1)c1cccs1
